Source: PubChem BioAssay
CHT inh: inhibitors of human choline transporter CHT; hit rate 0.86% among 310,000; B-score at 10 µM; CHT-expressing cells, membrane potential dye, choline response; active compounds read low;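 active means B-score over 3 SD under the library average, and starting fluorescence ratio not unusually high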;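 further: choline stimulus applied at its EC90 after an EC20 pre-addition; B-score computed on integrated fluorescence ratio after choline addition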
Target sequence (Q9GZV3 whole entry, looked up): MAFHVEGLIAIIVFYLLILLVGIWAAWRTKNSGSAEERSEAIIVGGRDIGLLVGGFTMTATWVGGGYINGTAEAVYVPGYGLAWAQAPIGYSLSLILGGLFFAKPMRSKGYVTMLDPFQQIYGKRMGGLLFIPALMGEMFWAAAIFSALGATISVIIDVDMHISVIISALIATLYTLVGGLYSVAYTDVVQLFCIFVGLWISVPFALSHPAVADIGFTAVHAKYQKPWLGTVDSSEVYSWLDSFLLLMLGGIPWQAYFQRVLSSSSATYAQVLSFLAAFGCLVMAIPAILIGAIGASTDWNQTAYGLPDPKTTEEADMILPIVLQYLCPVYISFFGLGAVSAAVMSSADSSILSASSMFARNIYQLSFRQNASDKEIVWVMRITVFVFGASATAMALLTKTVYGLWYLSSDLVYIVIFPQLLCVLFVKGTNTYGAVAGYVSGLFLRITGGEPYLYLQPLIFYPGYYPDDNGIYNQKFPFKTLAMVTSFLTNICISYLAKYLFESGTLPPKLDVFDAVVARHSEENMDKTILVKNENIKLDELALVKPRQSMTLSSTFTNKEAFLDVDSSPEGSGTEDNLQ
CHT PAM: CHT positive allosteric modulators, primary screen, cell-based, membrane potential dye, choline EC20; B-score at 10 µM; CHT-expressing cells; active compounds read high; LV-AA mutant CHT in HEK293 cells; High affinity choline transporter 1 (Homo sapiens), Q9GZV3; hit rate 0.49% among 310,000;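 active means initial fluorescence not abnormally high and integrated response B-score, plate-corrected, over 3 SD above library mean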
* hit, by the source's call; i = inactive.

SMILES	CHT inh	CHT PAM
COc1ccc(Br)cc1/C=N/NC(=O)c1cc(Br)ccc1O	i	i
COc1cccc(C2(O)C(=O)Nc3ccccc32)c1 (stereo not given)	i	i
Cc1cc(C)cc(-n2c(SCC(=O)Nc3cccc(S(=O)(=O)NC4=NCCCCC4)c3)nc3ccccc3c2=O)c1	i	i
Cc1ccc(-n2c3c(cc(C(=O)NCCCN4CCOCC4)c2=O)C(=O)CC(C)(C)C3)cc1	i	i
O=C(CC1SCCNC1=O)Nc1ccc(Cl)c(Cl)c1 (stereo not given)	i	i
COc1ccc(N/N=C2/CCCCC2=O)cc1	i	i
CCCCCn1c2c(c(=N)c3ccccc31)CCC2	i	6.7*
O=C(Nc1ccc2c(c1)nc1n2CCOC1)c1ccccc1	i	i
O=C(CNC(=O)c1ccccc1F)N/N=C/c1cn[nH]c1-c1ccccc1	i	i
O=C1c2ccccc2C(=O)C1C1=Nc2ccccc2NC(c2ccccc2)C1 (stereo not given)	i	i
O=C(Cc1ccccc1Cl)Nc1ccc(S(=O)(=O)N2CCOCC2)cc1	i	i
CCc1nc2nc(C)cc(Nc3cccc(C(F)(F)F)c3)n2n1	i	i
CC(C)COc1ccc(C/C(N)=N/n2cnnc2)cc1	i	i
CCOC(=O)c1c(C(F)(F)F)cc(-c2ccc(F)cc2)nc1C	i	i
Cn1c(=O)c2cnc(-c3ccc(C(F)(F)F)cc3)nc2n(C)c1=O	i	i
Cc1ccccc1-n1nc2c(c1NC(=O)C(C)C)CS(=O)(=O)C2	i	i
COC(=O)Nc1ccc(S(=O)(=O)N(C)C)cc1	i	i
O=C(NCCCO)C12CC3CC(CC(C3)C1)C2	i	i
CCCCOCCCNC(=O)N[C@H](C(=O)OC)C(C)C	i	i
CCCNC(=O)Cn1cnc2sc(C(=O)N3CCN(Cc4ccc5c(c4)OCO5)CC3)c(C)c2c1=O	i	i
CC(C)C[C@H](NC(=O)c1nc[nH]c1C(=O)N1CCc2ccccc2C1)C(=O)OCc1ccccc1	i	i
O=C(c1cc2ccccc2o1)N1CCN=C1SCc1cccnc1	i	i
CCCn1c(=O)cc(N)n(-c2ccc(OC(F)(F)F)cc2)c1=O	i	i
CCCOc1ccc(C2/C(=C(/O)c3ccc(F)cc3)C(=O)C(=O)N2CCCN(C)C)cc1 (stereo not given)	i	i
N#Cc1c(N)nc(SCc2ccccn2)c(C#N)c1-c1cccs1	-7.3*	i
CSc1ccccc1NC(=O)COc1ccccc1C	i	i
O=C(Cc1cccs1)N1CCCC(c2nc3c(nnn3Cc3cccc(Cl)c3)c(=O)[nH]2)C1 (stereo not given)	i	i
Cc1ccc(S(=O)(=O)N2CCC(C(=O)N/N=C/c3ccncc3)CC2)cc1	i	i
CC(C)CNC(=O)c1ccc(Cl)c(N)c1	i	i
CC(C)=CCc1c(O)c(CC=C(C)C)c2occ(-c3ccc(O)cc3)c(=O)c2c1O	i	i
CN(C)S(=O)(=O)c1ccc(Cl)c(NC(=O)COc2ccccc2[N+](=O)[O-])c1	i	i
CCN(Cc1ccccc1)C(=O)C1CCN(C/C(C)=C/c2ccccc2)CC1	i	i
O=C(c1ccco1)N1CCN(C(c2ccccc2)c2nnnn2Cc2cccs2)CC1 (stereo not given)	i	i
O=C(CSc1nc2ccccc2c(=O)n1-c1ccccc1)N1CCCc2ccccc21	i	i
O=C(NCc1n[nH]c(=S)n1-c1ccc([N+](=O)[O-])cc1)c1ccc(S(=O)(=O)N2CCOCC2)cc1	i	i
COc1cccc(-c2n[nH]c(=S)n2Cc2ccco2)c1OC	i	i
O=c1oc2ccccc2cc1C1=Nn2c(nnc2-c2cccnc2)SC1	i	i
CC(=O)c1cccc(NC(=O)N2CCCC2C(=O)Nc2cc(C)ccc2C)c1 (stereo not given)	i	i
CN1CCN(C(=O)CSc2ccc(Cl)cc2)CC1	i	i
O=S(=O)(Nc1cccc(-n2cnnn2)c1)c1cc(Cl)ccc1Cl	i	i

Records listed so far marked active in CHT inh:
compound | CHT inh
N#Cc1c(N)nc(SCc2ccccn2)c(C#N)c1-c1cccs1 | -7.3*

Later entries:
SMILES	CHT inh	CHT PAM
CCN(CC)S(=O)(=O)c1ccc(Oc2ccccc2)c(N)c1	i	i
CCCNC(=O)CNC(=S)N(Cc1ccccc1F)C1CCCCC1	i	i
O=C(Nc1nc2ccccc2[nH]1)c1cc(F)cc(F)c1	i	i
Cc1ccc(S(=O)(=O)N2CCCC(CCC(=O)NCc3ccccc3F)C2)s1 (stereo not given)	i	i
O=C(Nc1cccc(S(=O)(=O)NC2=NCCC2)c1)c1cc(Cl)ccc1[N+](=O)[O-]	-6.8*	i
COc1ccccc1CCN1CCCC(CN(C)C(=O)c2ccco2)C1 (stereo not given)	i	i
C[C@@H](O)[C@H]1C(=O)N2C(C(=O)O)=C(S[C@@H]3CN[C@H](C(=O)N(C)C)C3)[C@H](C)[C@H]12	i	i
O=C1NC(=Nc2ccccc2)S/C1=C\c1cccnc1	i	i
CCc1sc(NC(=O)COC)nc1-c1ccccc1	i	i
COc1ccc(C(=O)NC23CC4CC(CC(C4)C2)C3)cc1OC	i	i

Structures shown so far containing an aryl thioether with sulfur outside any ring (five):
SMILES	CHT inh	CHT PAM
Cc1cc(C)cc(-n2c(SCC(=O)Nc3cccc(S(=O)(=O)NC4=NCCCCC4)c3)nc3ccccc3c2=O)c1	i	i
N#Cc1c(N)nc(SCc2ccccn2)c(C#N)c1-c1cccs1	-7.3*	i
CSc1ccccc1NC(=O)COc1ccccc1C	i	i
O=C(CSc1nc2ccccc2c(=O)n1-c1ccccc1)N1CCCc2ccccc21	i	i
CN1CCN(C(=O)CSc2ccc(Cl)cc2)CC1	i	i

Other results
SMILES	CHT inh	CHT PAM
O=C(NNC(=O)c1cccs1)c1ccco1	i	i
Cc1[nH]c2ccccc2c1C(=O)CSCC(=O)O	i	i
O=C(CSc1nc2ccccc2s1)N/N=C/c1ccco1	i	i
O=Cc1cn(-c2ccccc2)nc1-c1ccncc1	i	i
CSc1nnc(CCCCCNC(=O)OC(C)(C)C)o1	i	i
CCN(CC(=O)Nc1cc(Cl)ccc1C)C(=O)CCS(=O)(=O)c1ccc(C)cc1	i	i
CCOC(=O)NC(CC(=O)O)c1ccc(OC)c(OC)c1 (stereo not given)	i	i
Cc1ccc(-c2cnc(SCCNC(=O)c3ccco3)[nH]2)cc1	i	i
CC(=O)Nc1ccc(NC(=O)CCCCCn2nnc3ccccc3c2=O)cc1	i	i
CCc1ccc(N(C(=O)c2ccco2)C(C(=O)NC2CCCC2)c2ccncc2)cc1 (stereo not given)	i	i

The closing 3 records of the part before open the next one.
SMILES	CHT inh	CHT PAM
Cc1ccc(-c2cnc(SCCNC(=O)c3ccco3)[nH]2)cc1	i	i
CC(=O)Nc1ccc(NC(=O)CCCCCn2nnc3ccccc3c2=O)cc1	i	i
CCc1ccc(N(C(=O)c2ccco2)C(C(=O)NC2CCCC2)c2ccncc2)cc1 (stereo not given)	i	i
CC(C)(CNC(=O)c1cc(-c2ccc(Cl)s2)nc2ccccc12)N1CCOCC1	i	i
COC(=O)CSc1nc(C2CC2)cc(C(F)(F)F)c1C#N	i	i
COC(=O)N/N=C\c1ccc(OC/C=C/c2ccccc2)c(OC)c1	i	i
O=C(N1CCCCC1)N1CCN(S(=O)(=O)c2ccc(Cl)cc2)CC1	i	i
O=C(Nc1ncn[nH]1)c1c(Cl)ccc(Cl)c1Cl	i	i
COCc1ccc([C@@H]2C[C@H]3CN(Cc4cccc(Cl)c4)C(=O)[C@]34CCCN24)o1	i	i
Cc1nnc(C)n1/N=C/C=C/c1ccccc1	i	i
Cc1csc(SCC(=O)Nc2nc(-c3ccccc3)cs2)n1	i	i
CN(C1=C(N2CCCCC2)C(=O)c2ccccc2C1=O)c1ccccc1	-5.8*	i
COc1ccc(CCNC(=O)CSc2nnc(-c3ccco3)c(-c3ccco3)n2)cc1OC	i	i
Cc1cc2cc(C)c(NCCNC(=O)c3cccc(F)c3)nc2cc1C	i	i
CC(C)(C)C(=O)N(Cc1ccc(Cl)cc1)c1cnccn1	i	i
COc1cc(OC)cc(-c2nnc(SCC(=O)Nc3cccc(C(=O)O)c3)s2)c1	i	i
CCC(C)C(NC(=O)c1ccccc1NC(=O)c1ccccc1)C(=O)N1CCOCC1 (stereo not given)	i	i
CCC(C)NC(=O)Cn1cc(S(=O)(=O)N2CCN(c3ccccc3F)CC2)c2ccccc2c1=O (stereo not given)	i	i
COC(OC)C1(C)C(C#N)=C(N)Oc2c1c(=O)oc1ccccc21 (stereo not given)	i	i
COc1ccc(C(CNC(=O)CSc2ccc(Br)cc2)N2CCOCC2)cc1 (stereo not given)	i	i
Cc1occc1C(=O)N/N=C/c1c[nH]c2ccccc12	i	i
Cc1cc(Cl)ccc1N=c1ssnc1Cl	i	i
CS(=O)(=O)N(CCc1ccccc1)CC(=O)NCc1ccc(Cl)cc1	i	i

Shown with values under each structure: 5 of the compounds above.
Results follow in this order: CHT inh	CHT PAM
COc1ccc(C(=O)NC23CC4CC(CC(C4)C2)C3)cc1OC
  i	i
O=C(NNC(=O)c1cccs1)c1ccco1
  i	i
Cc1[nH]c2ccccc2c1C(=O)CSCC(=O)O
  i	i
O=C(CSc1nc2ccccc2s1)N/N=C/c1ccco1
  i	i
O=Cc1cn(-c2ccccc2)nc1-c1ccncc1
  i	i

Next section.
SMILES	CHT inh	CHT PAM
Cc1ccc(S(=O)(=O)c2cc3c(=O)n4ccccc4nc3n(Cc3ccco3)c2=N)cc1C	i	i
O=C1C(Cc2ccc(O)cc2)NC(=S)N1c1ccccc1 (stereo not given)	i	i
COc1ccc(N2CCC(CNC(=O)Nc3cccc(OC)c3)C2)cc1 (stereo not given)	i	i
CCc1nnc(NS(=O)(=O)c2ccc(NC(=S)NC(=O)c3ccncc3)cc2)s1	i	i
Cc1cnc(C(=O)NC2CC(C)(C)Cc3c2cnn3-c2cccc(F)c2)cn1 (stereo not given)	i	i
COCCNC(=S)N1CCc2cc(OC)c(OC)cc2C1COc1ccc(F)cc1 (stereo not given)	i	i
N/C(=N\OC(=O)CN1C(=O)c2ccccc2C1=O)c1ccc(Br)cc1	i	i
CSc1ncccc1C(=O)NNC(=O)c1ccc(NS(=O)(=O)c2cccs2)cc1	i	i
CCOC(=O)C1C(=O)NC(SCC(N)=O)=C(C#N)C1c1ccccc1OCC (stereo not given)	i	i
CC(C)OC(=O)c1ccc(NC(=O)CSc2nc3ncccc3[nH]2)cc1	i	i
Cc1ccc(S(=O)(=O)NNC(=O)c2sccc2-n2cccc2)cc1	i	i
O=C(Nc1ccc(Cl)c(Cl)c1)C1CCCCC1	i	i
Cc1ccccc1OCCNCC(C)O (stereo not given)	i	i
CCOC(=O)c1c(NC(=O)COC)sc(C)c1C	i	i
CC(=O)Oc1cccc(N2C(=O)C3CC=C(Cl)CC3C2=O)c1 (stereo not given)	i	i
Cc1ccc(S(=O)(=O)N2CCN(C)CC2)c(C)c1N(C)S(=O)(=O)c1ccc(Cl)cc1	i	i
CC1(C)CC(=O)C(C(C#Cc2ccccc2)C2=C(O)CC(C)(C)CC2=O)=C(O)C1	i	i
COc1ccc2nc(NC(=O)C34CC5CC(CC(NC(C)=O)(C5)C3)C4)sc2c1	i	i
N=c1occ(C(=O)c2cc(F)ccc2O)cc1C(=O)NC1CCCCC1	i	i
CCOC(=O)N/N=C(/C)c1ccc([N+](=O)[O-])o1	i	i
COCCOC(=O)c1c(C)oc2ccc(NS(=O)(=O)c3ccc(F)cc3)cc12	i	i
CC(C)CC(=O)Nc1ccccc1N1CCOCC1	i	i
N/C(Cc1ccc(Cl)cc1Cl)=N\OC(=O)c1ccc(Br)o1	i	i
COc1cc(C2c3[nH]c4ccccc4c3C[C@H]3C(=O)N(CCO)CC(=O)N23)cc(OC)c1OC (stereo not given in full)	i	i
Oc1oc(-c2ccco2)nc1C=Nc1cccc(Cl)c1	i	i
O=C(NCCc1ccccc1)C1CCN(C(=O)c2sccc2-n2cccc2)CC1	i	i
Cc1cnc(NC(=O)COc2ccc3c(c2)CCC3)s1	i	i
CN(Cc1c(C(=O)N/N=C/c2cc(F)ccc2F)nnn1-c1nonc1N)C1CCCCC1	i	i
CC(C)[C@H](NC(=O)C1CCN(S(=O)(=O)c2ccccc2)CC1)C(=O)NCc1ccncc1	i	i
O=C(c1n[nH]c2c1CCCC2)n1ccnc1	i	i
Cc1nc(-c2cccc(NC(=O)COc3ccc(Cl)cc3)c2)cs1	i	i
CCN(Cc1ccccc1)C(=O)CN1C(=O)c2ccccc2S1(=O)=O	i	i
COc1ccccc1C(=O)NCC(=O)N/N=C/c1cc(Br)ccc1OCc1ccccc1	i	i
COc1ccc(C)cc1NC(=O)CCNS(=O)(=O)c1cccc(C(F)(F)F)c1	i	i
Cc1cccc(NC(=O)CNC(=O)COC(=O)CCS(=O)(=O)c2ccccc2)c1C	i	i
Cc1nn(Cc2ccccc2Cl)c2sc(C(=O)NCc3ccc4c(c3)OCO4)cc12	i	i
Oc1ccc(/C=N/N2CCN(C3c4ccccc4-c4ccccc43)CC2)c(O)c1	i	i
O=C(Nc1cccc(S(=O)(=O)Nc2ccccc2F)c1)c1ccc2ccccc2n1	i	i
CCn1c(-c2ccc3[nH]c(C)c(C)c3c2)n[nH]c1=S	i	i
O=C(Nc1ccc2nsnc2c1)c1cccs1	i	i
COC(=O)C1=CN(CCCN2CCCC2=O)C=C(C(=O)OC)C1c1cccs1	i	i
COc1ccc(NC(=O)CN2C(=O)C(C)Oc3ccccc32)cc1 (stereo not given)	i	i
Cc1ccc(S(=O)(=O)N2CCOCC2)cc1NC(=O)CN(C)C1CCS(=O)(=O)C1 (stereo not given)	i	i
COc1ccc(Nc2c([N+](=O)[O-])ccc3c2=NC2(CCCCC2)N=3)cc1	i	i
CC(NS(=O)(=O)c1ccc2c(c1)C(=O)c1cc(S(=O)(=O)NC(C)C(=O)O)ccc1-2)C(=O)O (stereo not given)	i	i
CCOC(=O)c1oc2c(O)c(O)ccc2c(=O)c1-c1nncn1-c1ccccc1	i	i
CC1(C)OC(=O)C(=CNc2cccc(C(=O)O)c2)C(=O)O1	i	i
